Screening results deposited in PubChem by several laboratories.
AGP1-GFP MLPCN: modulators of AGP1-GFP expression in yeast TOR pathway, primary screen, cell-based, multiplex flow cytometry, S. cerevisiae, MLPCN library. 3 h; GFP as percent of DMSO wells. GFP response vs DMSO, % at 10 µM. 0.02% of 320,000 active;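 active means GFP response relative to DMSO above a set limit, near screen average plus 3 SD, cut at about 150% in these data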;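 further: median GFP channel fluorescence of the gated AGP1 strain per well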
MEP2 TOR yeast: modulators of MEP2-GFP levels in yeast, primary screen, S. cerevisiae, multiplex flow cytometry, MLPCN library; S. cerevisiae MEP2-GFP strain, 3 h; 100% = DMSO control level; GFP response vs DMSO, % at 10 µM; 0.51% of 330,000 active; AID 2016, 2009;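 active means GFP response versus DMSO above a set limit, roughly screen mean plus 3 SD, cut at about 180% in these data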;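 further: median GFP fluorescence of the barcode-gated MEP2-GFP cells per well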
CIT2 TOR yeast: modulators of CIT2-GFP expression in yeast, primary screen, S. cerevisiae, GFP fusion, multiplex flow cytometry, MLPCN library; 0.065% of 320,000 active; GFP response vs DMSO, % at 10 µM; S. cerevisiae CIT2-GFP strain, 3 h; 100 means same as DMSO wells;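 active means GFP response relative to DMSO above a set limit, near the screen mean plus 3 SD, cut at about 150% in these data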;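 further: ratio of well median GFP fluorescence to mean of DMSO wells on the plate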
AHR activator: AHR activators, primary screen, cell-based, luminescence, luciferase reporter, human | Aryl hydrocarbon receptor (Homo sapiens), P35869 | AHR-responsive luciferase reporter cells | activation, % at 5 µM | 2.5% of 320,000 active | AID 2796, 2010; in the data active means activation above about 47%;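 further: 0% = vehicle wells and 100% = reference agonist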
Target sequence (P35869 whole entry, looked up): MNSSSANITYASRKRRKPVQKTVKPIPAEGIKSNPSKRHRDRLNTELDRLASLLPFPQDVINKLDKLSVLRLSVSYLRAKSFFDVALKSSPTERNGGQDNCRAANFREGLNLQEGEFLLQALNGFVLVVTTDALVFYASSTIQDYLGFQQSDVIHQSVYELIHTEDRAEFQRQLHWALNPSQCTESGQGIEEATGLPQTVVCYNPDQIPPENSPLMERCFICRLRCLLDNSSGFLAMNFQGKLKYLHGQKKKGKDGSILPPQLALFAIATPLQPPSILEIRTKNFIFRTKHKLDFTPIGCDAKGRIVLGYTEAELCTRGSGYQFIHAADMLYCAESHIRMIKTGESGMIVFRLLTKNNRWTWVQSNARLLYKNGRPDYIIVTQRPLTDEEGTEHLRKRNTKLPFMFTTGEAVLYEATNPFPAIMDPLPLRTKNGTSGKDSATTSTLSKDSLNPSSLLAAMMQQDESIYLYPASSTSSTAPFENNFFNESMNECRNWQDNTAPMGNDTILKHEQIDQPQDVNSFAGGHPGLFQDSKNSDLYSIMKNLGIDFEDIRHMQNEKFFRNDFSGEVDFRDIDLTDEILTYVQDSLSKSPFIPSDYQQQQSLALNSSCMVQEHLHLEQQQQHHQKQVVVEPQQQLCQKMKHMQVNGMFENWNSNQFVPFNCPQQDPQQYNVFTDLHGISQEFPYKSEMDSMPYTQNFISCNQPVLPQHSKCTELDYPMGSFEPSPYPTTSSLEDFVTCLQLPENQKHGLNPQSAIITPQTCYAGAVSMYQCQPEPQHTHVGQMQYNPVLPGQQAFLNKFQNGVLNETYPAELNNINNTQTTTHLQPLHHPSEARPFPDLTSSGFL
Yeast superoxide: reduction of superoxide in aged yeast, primary screen, HTS; S. cerevisiae aged cells, superoxide DHE fluorescence; hits give low values; superoxide response (% of plate mean), % at 10 µM; 0.18% of 330,000 active; AID 2690, 2010;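 active means superoxide response under a set limit, about three screen SD below normal, cut at about 65% in these data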;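 further: yeast aged for seven days with compound at 30 °C before DHE staining; 100% = average MFI of all compound-treated wells on the plate with controls excluded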
LAP4-GFP MLPCN: modulators of LAP4-GFP expression in yeast, primary screen, S. cerevisiae, multiplex flow cytometry, MLPCN library; 0.34% of 320,000 active; 3 h; median GFP as percent of DMSO wells; GFP response vs DMSO, % at 10 µM; AID 2023, 2009;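 active means GFP response vs DMSO above a set limit, about the screen mean plus 3 SD, cut at about 150% in these data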
RPL19A TOR yeast: RPL19A-GFP expression modulators in yeast, primary screen, cell-based, S. cerevisiae, multiplex flow cytometry, MLPCN | percent response vs DMSO, % at 10 µM | S. cerevisiae RPL19A-GFP strain, 3 h; hits give low values | AID 2025, 2009 | 0.3% of 330,000 active;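 active means percent response vs DMSO below 50%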;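 further: median channel GFP fluorescence of the barcoded RPL19A-GFP strain; ratio of sample median GFP to plate DMSO average so 100% = DMSO; lower means less RPL19A-GFP as with rapamycin TOR inhibition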
Efflux pump mplx: inhibitors of Candida efflux pumps in yeast, primary screen, S. cerevisiae, Nile Red, multiplex; S. cerevisiae Candida pump triplex; inhibition, % at 10 µM; 0.44% of 330,000 active; AID 485275, 2010;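 active means plate passing quality check with inhibition over a set limit, or well fluorescence over plate mean plus 4 SD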;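 further: Nile Red retained in pooled yeast measured as flow cytometry median fluorescence; 0% = buffer negative control and 100% = Enniatin B positive control; higher means more Nile Red kept so more efflux inhibition; some compounds called inactive have numbers as strong as hits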
An asterisk follows results filed as active.

For CCOc1cc(C(=O)OCC(=O)Nc2ncc(Cl)c(C)c2Cl)ccc1OCC(=O)N1CCOCC1 the results were AGP1-GFP MLPCN 100, MEP2 TOR yeast 98, CIT2 TOR yeast 100, AHR activator 2, Yeast superoxide 93, LAP4-GFP MLPCN 93, RPL19A TOR yeast 106 and Efflux pump mplx 0.3.
CCS(=O)(=O)c1nc(S(=O)(=O)c2ccc(Cl)cc2)c(N2CCN(CCO)CC2)s1 was read as AGP1-GFP MLPCN 105, MEP2 TOR yeast 113, CIT2 TOR yeast 115, AHR activator 0, Yeast superoxide 87, LAP4-GFP MLPCN 99, RPL19A TOR yeast 101 and Efflux pump mplx -0.2.
For CCOC(=O)c1[nH]c(C)c(C(=O)Nc2cc(OC)ccc2OC)c1C the results were AGP1-GFP MLPCN 90, MEP2 TOR yeast 97, CIT2 TOR yeast 96, AHR activator 10, Yeast superoxide 100, LAP4-GFP MLPCN 96, RPL19A TOR yeast 92 and Efflux pump mplx -0.2.
For CCc1ccc(NC(=O)N(CCN2CCOCC2)Cc2ccc3c(c2)CCCN3CC)cc1 the results were AGP1-GFP MLPCN 102, MEP2 TOR yeast 103, CIT2 TOR yeast 106, AHR activator -1, Yeast superoxide 115, LAP4-GFP MLPCN 99, RPL19A TOR yeast 98 and Efflux pump mplx 0.1.
CC1CCCN(CC(=O)Nc2cc(Cl)ccc2Oc2ccccc2)C1 (stereo not drawn) was read as AGP1-GFP MLPCN 105, MEP2 TOR yeast 108, CIT2 TOR yeast 103, AHR activator 0, Yeast superoxide 91, LAP4-GFP MLPCN 102, RPL19A TOR yeast 107 and Efflux pump mplx 0.0.
Screening COc1ccccc1CNC(=O)c1cccs1 returned AGP1-GFP MLPCN 101, MEP2 TOR yeast 92, CIT2 TOR yeast 101, AHR activator 1, Yeast superoxide 102, LAP4-GFP MLPCN 102, RPL19A TOR yeast 99 and Efflux pump mplx 0.0.
For COc1cc(OC)cc(C(=O)Nc2ccc(C(=O)Nc3ccccc3OC)cc2)c1 the results were AGP1-GFP MLPCN 97, MEP2 TOR yeast 100, CIT2 TOR yeast 96, AHR activator -2, Yeast superoxide 105, LAP4-GFP MLPCN 96, RPL19A TOR yeast 102 and Efflux pump mplx 0.3.
O=S(=O)(/N=C(\c1ccccc1)N1CCOCC1)c1cccs1 was read as AGP1-GFP MLPCN 99, MEP2 TOR yeast 100, CIT2 TOR yeast 98, AHR activator 3, Yeast superoxide 104, LAP4-GFP MLPCN 99, RPL19A TOR yeast 101 and Efflux pump mplx 0.1.
For CCn1c(O)c(C=NC2CCCC2)sc1=S the results were AGP1-GFP MLPCN 95, MEP2 TOR yeast 99, CIT2 TOR yeast 96, AHR activator 7, Yeast superoxide 96, LAP4-GFP MLPCN 106, RPL19A TOR yeast 98 and Efflux pump mplx 0.0.
Screening CN(C)C(=S)SCC(=O)Nc1cccc(C(F)(F)F)c1 returned AGP1-GFP MLPCN 101, MEP2 TOR yeast 112, CIT2 TOR yeast 95, AHR activator 0, Yeast superoxide 116, LAP4-GFP MLPCN 119, RPL19A TOR yeast 108 and Efflux pump mplx 0.1.
`COc1ccc(N2C(=O)CC(N3CCC(c4nc5ccccc5[nH]4)CC3)C2=O)cc1` (stereo not drawn) gave AGP1-GFP MLPCN 97, MEP2 TOR yeast 104, CIT2 TOR yeast 118, AHR activator -1, Yeast superoxide 104, LAP4-GFP MLPCN 93, RPL19A TOR yeast 102 and Efflux pump mplx -0.1.
Screening CCOC(=O)Cc1ccc(NCc2ccc(Cl)cc2)cc1 returned AGP1-GFP MLPCN 101, MEP2 TOR yeast 97, CIT2 TOR yeast 89, AHR activator -1, Yeast superoxide 107, LAP4-GFP MLPCN 111, RPL19A TOR yeast 96 and Efflux pump mplx 0.0.
N#CC1=C(N)OC2=C(C(=O)CCC2)C1C1C=CCCC1 (stereo not drawn) was read as AGP1-GFP MLPCN 107, MEP2 TOR yeast 118, CIT2 TOR yeast 104, AHR activator 4, Yeast superoxide 89, LAP4-GFP MLPCN 105, RPL19A TOR yeast 103 and Efflux pump mplx -0.1.
CN1C(=C2C(=O)OC(C)(C)OC2=O)Sc2ccccc21 was read as AGP1-GFP MLPCN 95, MEP2 TOR yeast 104, CIT2 TOR yeast 87, AHR activator 1, Yeast superoxide 99, LAP4-GFP MLPCN 94, RPL19A TOR yeast 97 and Efflux pump mplx 0.0.
`CC(=O)Nc1ccc(OS(=O)(=O)c2cc(Cl)ccc2C)cc1` gave AGP1-GFP MLPCN 96, MEP2 TOR yeast 99, CIT2 TOR yeast 87, AHR activator 4, Yeast superoxide 97, LAP4-GFP MLPCN 103, RPL19A TOR yeast 96 and Efflux pump mplx 0.2.
For COc1ccccc1NC(=O)COC(=O)CCS(=O)(=O)c1ccc(C)cc1 the results were AGP1-GFP MLPCN 98, MEP2 TOR yeast 97, CIT2 TOR yeast 100, AHR activator 9, Yeast superoxide 101, LAP4-GFP MLPCN 100, RPL19A TOR yeast 97 and Efflux pump mplx -0.1.
`COc1cc(C(c2c(C)[nH][nH]c2=O)c2c(C)[nH][nH]c2=O)ccc1OS(=O)(=O)c1ccc(C)cc1` gave AGP1-GFP MLPCN 103, MEP2 TOR yeast 101, CIT2 TOR yeast 96, AHR activator 7, Yeast superoxide 85, LAP4-GFP MLPCN 107, RPL19A TOR yeast 104 and Efflux pump mplx 0.3.
c1cncc(-c2csc(NCc3ccco3)n2)c1 was read as AGP1-GFP MLPCN 101, MEP2 TOR yeast 101, CIT2 TOR yeast 106, AHR activator 37, Yeast superoxide 93, LAP4-GFP MLPCN 99, RPL19A TOR yeast 98 and Efflux pump mplx 0.0.
For COc1cccc(-c2nc3cc(C)ccc3o2)c1 the results were AGP1-GFP MLPCN 112, MEP2 TOR yeast 104, CIT2 TOR yeast 109, AHR activator 83*, Yeast superoxide 94, LAP4-GFP MLPCN 109, RPL19A TOR yeast 107 and Efflux pump mplx -0.2.
`CC(=O)/C(CN1CCCCC1)=N\O` gave AGP1-GFP MLPCN 97, MEP2 TOR yeast 102, CIT2 TOR yeast 92, AHR activator -5, Yeast superoxide 96, LAP4-GFP MLPCN 103, RPL19A TOR yeast 94 and Efflux pump mplx 0.0.
`O=c1c2ccccc2ncn1CCCOc1ccccc1[N+](=O)[O-]` gave AGP1-GFP MLPCN 83, MEP2 TOR yeast 96, CIT2 TOR yeast 78, AHR activator -8, Yeast superoxide 110, LAP4-GFP MLPCN 99, RPL19A TOR yeast 87 and Efflux pump mplx 0.2.
Screening Cc1cc2nc(C)c(Cl)c(=O)n2[nH]1 returned AGP1-GFP MLPCN 88, MEP2 TOR yeast 98, AHR activator -1, Yeast superoxide 104, LAP4-GFP MLPCN 88, RPL19A TOR yeast 90 and Efflux pump mplx -0.1.
`COc1ccc(-c2nc(NC(C)=O)sc2-c2ccccc2)cc1` gave AGP1-GFP MLPCN 99, MEP2 TOR yeast 106, CIT2 TOR yeast 102, AHR activator 7, Yeast superoxide 97, LAP4-GFP MLPCN 94, RPL19A TOR yeast 93 and Efflux pump mplx -0.1.
`COc1ccc(Br)cc1C(=O)Nc1cccc2ncccc12` gave AGP1-GFP MLPCN 100, MEP2 TOR yeast 102, CIT2 TOR yeast 89, AHR activator 27, Yeast superoxide 123, LAP4-GFP MLPCN 112, RPL19A TOR yeast 103 and Efflux pump mplx 0.0.
For O=C(NC(=O)N1CCSCC1)c1c(Cl)cccc1Cl the results were AGP1-GFP MLPCN 104, MEP2 TOR yeast 98, CIT2 TOR yeast 104, AHR activator 0, Yeast superoxide 108, LAP4-GFP MLPCN 104, RPL19A TOR yeast 100 and Efflux pump mplx -0.1.
CCC1=C2CC[C@H]3C(=O)N(C)C(=O)[C@H]3[C@H]2[C@@]2(Cc3ccccc3)C(=NCCOC)OC(=O)N2C1=O was read as AGP1-GFP MLPCN 93, MEP2 TOR yeast 93, CIT2 TOR yeast 109, AHR activator 2, Yeast superoxide 97, LAP4-GFP MLPCN 121, RPL19A TOR yeast 104 and Efflux pump mplx -0.2.
`N=c1c(S(=O)(=O)c2ccc(Br)cc2)cc2c(=O)n3ccccc3nc2n1Cc1ccccc1` gave AGP1-GFP MLPCN 105, MEP2 TOR yeast 103, CIT2 TOR yeast 110, AHR activator 2, Yeast superoxide 110, LAP4-GFP MLPCN 98, RPL19A TOR yeast 98 and Efflux pump mplx 0.1.
O=C(CO/N=C/c1ccc(Cl)cc1Cl)NNC(=O)c1cccc(Cl)c1 was read as AGP1-GFP MLPCN 99, MEP2 TOR yeast 97, CIT2 TOR yeast 90, AHR activator 3, Yeast superoxide 119, LAP4-GFP MLPCN 101, RPL19A TOR yeast 94 and Efflux pump mplx 0.1.
For N/C(=N\OC(=O)c1cc(Cl)ccc1Cl)c1ccncc1 the results were AGP1-GFP MLPCN 99, MEP2 TOR yeast 109, CIT2 TOR yeast 111, AHR activator 4, Yeast superoxide 111, LAP4-GFP MLPCN 85, RPL19A TOR yeast 106 and Efflux pump mplx -0.1.
Screening CCCCCC(=O)N1CC2(CC(c3cccc(NC(=O)c4ccccc4)c3)=NO2)C[C@@H]1C(N)=O (stereo partly drawn) returned AGP1-GFP MLPCN 84, MEP2 TOR yeast 91, CIT2 TOR yeast 101, AHR activator 3, Yeast superoxide 122, LAP4-GFP MLPCN 103, RPL19A TOR yeast 98 and Efflux pump mplx 0.2.
For COC(=O)CN(C#N)c1nc(OC)nc(N(C)C)n1 the results were AGP1-GFP MLPCN 105, MEP2 TOR yeast 105, CIT2 TOR yeast 106, AHR activator -1, Yeast superoxide 100, LAP4-GFP MLPCN 103, RPL19A TOR yeast 104 and Efflux pump mplx 0.0.
Screening Cc1cc(C)c2c(n1)sc1c(O)cc(=O)[nH]c12 returned AGP1-GFP MLPCN 108, MEP2 TOR yeast 107, CIT2 TOR yeast 111, AHR activator 2, Yeast superoxide 91, LAP4-GFP MLPCN 99, RPL19A TOR yeast 103 and Efflux pump mplx -0.1.
For Cc1c(NC(=O)CC2NC(=O)NC2=O)c(=O)n(-c2ccccc2)n1C (stereo not drawn) the results were AGP1-GFP MLPCN 93, MEP2 TOR yeast 97, CIT2 TOR yeast 95, AHR activator 2, Yeast superoxide 78, LAP4-GFP MLPCN 93, RPL19A TOR yeast 93 and Efflux pump mplx 0.1.
CCOC(=O)C1CCCN(Cc2nc(N)nc(Nc3ccccc3)n2)C1 (stereo not drawn) was read as AGP1-GFP MLPCN 100, MEP2 TOR yeast 106, CIT2 TOR yeast 103, AHR activator -1, Yeast superoxide 131, LAP4-GFP MLPCN 98, RPL19A TOR yeast 97 and Efflux pump mplx -0.1.
`COC(=O)c1ccc(N=NNc2ccc(C(=O)OC)cc2)cc1` gave AGP1-GFP MLPCN 92, MEP2 TOR yeast 98, CIT2 TOR yeast 91, AHR activator 1, Yeast superoxide 97, LAP4-GFP MLPCN 91, RPL19A TOR yeast 90 and Efflux pump mplx 0.1.
For CC(=O)c1nn(-c2cccc(Br)c2)cc1C(=O)c1ccc2ccccc2c1 the results were AGP1-GFP MLPCN 98, MEP2 TOR yeast 96, CIT2 TOR yeast 101, AHR activator 0, Yeast superoxide 110, LAP4-GFP MLPCN 91, RPL19A TOR yeast 97 and Efflux pump mplx 0.0.

Rows were taken by chance. Share with any hit: about 3.9%.
